Compound activity deposited in PubChem BioAssay by several laboratories.
CR mimetic SO: lowers age-related superoxide in aged yeast cells; superoxide response (% of plate mean), % at 10 µM; S. cerevisiae aged cells, superoxide DHE fluorescence; stronger effect = lower value; actives 0.18% (n = 330,000);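 active = superoxide response under a set limit, about three screen SD below normal, cut at about 65% in these data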;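 note: yeast aged for seven days with compound at 30 °C before DHE staining; 100% = average MFI of all compound-treated wells on the plate with controls excluded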
BCLXL inh: inhibitors of human Bcl-xL | GST-Bcl-xL / FITC-Bim BH3 peptide fluorescence polarization | inhibition, % at 10.9 µM | actives 0.7% (n = 320,000) | AID 2129;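 active = inhibition above the mean of all tested compounds plus 3 SD, cutoff set per campaign, cut at about 30% in these data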;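 note: 0% = DMSO wells and 100% = unlabeled Bim-BH3 peptide competitor; inhibitors lower millipolarization by displacing the labeled peptide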
Target sequence (Q07817 whole entry, looked up): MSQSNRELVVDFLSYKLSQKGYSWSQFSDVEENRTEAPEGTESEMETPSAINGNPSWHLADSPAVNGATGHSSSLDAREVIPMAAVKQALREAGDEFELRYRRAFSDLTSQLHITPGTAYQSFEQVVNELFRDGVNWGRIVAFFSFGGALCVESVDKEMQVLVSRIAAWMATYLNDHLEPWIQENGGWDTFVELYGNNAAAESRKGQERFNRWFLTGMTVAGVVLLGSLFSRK
MEX-5 binding: C. elegans MEX-5 TCR-2 RNA binding activity | MEX-5/FITC-TCR2 RNA binding, fluorescence polarization; stronger effect = lower value | activity score (negative = inhibition of binding), % at 10 µM | actives 0.38% (n = 300,000);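 active = inhibition past about -25% in most replicates, and total fluorescence under double the plate's negative control median, limit read from the data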;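 note: 0% = DMSO and -100% = 5 µM competing unlabeled TCR2 RNA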
GLD-1 TGE inh: GLD-1-TGE RNA interaction inhibition (C. elegans); purified GLD-1 + fluorescein TGE RNA, fluorescence polarization; AID 2280; inhibition, % at 5.96 µM; actives 0.44% (n = 320,000);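 active = percent inhibition above a per-plate cutoff, the plate mean of test compounds plus 3 SD, cut at about 30% in these data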;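 note: 0% = DMSO wells with GLD-1 and probe and 100% = wells lacking GLD-1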
MCL1-BIM inh: disrupts human MCL1 binding to BIM-BH3 peptide | actives 0.68% (n = 320,000) | AID 2057 | GST-MCL1 / FITC-Bim-BH3 fluorescence polarization | inhibition, % at 10.9 µM | Q07820;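 active = inhibition above the mean inhibition of all tested compounds plus 3 SD, set per campaign, cut at about 40% in these data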;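 note: 0% = DMSO wells and 100% = unlabeled Bim-BH3 peptide control; higher means more loss of mP so more displacement of Bim peptide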
Target sequence (Q07820 whole entry, looked up): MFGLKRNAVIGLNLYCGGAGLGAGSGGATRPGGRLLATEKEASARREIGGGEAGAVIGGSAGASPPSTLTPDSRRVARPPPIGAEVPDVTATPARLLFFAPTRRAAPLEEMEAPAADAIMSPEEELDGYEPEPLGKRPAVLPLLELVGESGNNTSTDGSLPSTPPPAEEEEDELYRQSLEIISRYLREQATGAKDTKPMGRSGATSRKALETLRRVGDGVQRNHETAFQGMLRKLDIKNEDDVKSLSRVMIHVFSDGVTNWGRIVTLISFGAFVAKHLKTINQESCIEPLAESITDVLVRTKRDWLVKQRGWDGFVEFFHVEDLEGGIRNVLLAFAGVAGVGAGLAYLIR
VLA-4 inh: inhibition in a human VLA-4 binding assay | actives 0.2% (n = 330,000) | P13612 | inhibition, % (about 7 µM as worked out from the volumes in the protocol) | VLA-4 expressing cells, ligand binding flow cytometry | AID 2557; in the data active = inhibition above about 50%
AGP1-GFP MLPCN: alters AGP1-GFP fluorescence in TOR pathway yeast screen. S. cerevisiae AGP1-GFP multiplex flow cytometry, 3 h; GFP as percent of DMSO wells. GFP response vs DMSO, % at 10 µM. actives 0.02% (n = 320,000). AID 2066;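 active = GFP response relative to DMSO above a set limit, near screen average plus 3 SD, cut at about 150% in these data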;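 note: median GFP channel fluorescence of the gated AGP1 strain per well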
CIT2 TOR yeast: alters CIT2-GFP fluorescence in TOR pathway yeast screen | GFP response vs DMSO, % at 10 µM | AID 2029 | actives 0.065% (n = 320,000) | S. cerevisiae CIT2-GFP strain, flow cytometry, 3 h; 100 means same as DMSO wells;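 active = GFP response relative to DMSO above a set limit, near the screen mean plus 3 SD, cut at about 150% in these data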;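 note: ratio of well median GFP fluorescence to mean of DMSO wells on the plate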
GRK2 inh: blocks RNA aptamer binding to human GRK2; actives 0.59% (n = 330,000); AID 488847; inhibition of aptamer binding, % at 10 µM; P25098; bead flow cytometry, FAM-aptamer displacement from GRK2;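 active = inhibition of aptamer binding above 40%, roughly 3 SD of noise, on plates passing a quality check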;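 note: median bead fluorescence of bound FAM aptamer so fluorescent compounds give negative values; no value below 0 was filed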
An asterisk follows results filed as active; . = no result given.

1) CC(C)c1ccc(NC2CCCN(C(=O)c3ccc(Cn4cnnn4)cc3)C2)cc1 (stereo not given)
2) CCN(CC)S(=O)(=O)c1ccc(OC)c(NC(=O)c2cccs2)c1
3) CCOC(=O)Cn1c2[n+](c3ccccc31)CC(O)CS2 (stereo not given)
4) CCOC(=O)CSc1nc2cc(C(=O)NCc3ccco3)ccc2c(=O)n1-c1ccc(F)cc1
5) O=C(CNc1ccccc1F)Nc1cccc2ccccc12
6) CC(C)CCNC(=O)C1c2ccccc2Oc2ccccc21
7) CCOC(=O)C1CCCN(Cc2ccc(OC)c(OCc3ccccc3)c2)C1 (stereo not given)
8) Cc1ccccc1C(=O)NCC(=O)OC(C)C(=O)Nc1ccnn1C(C)C (stereo not given)

assay / entry,1,2,3,4,5,6,7,8
GLD-1 TGE inh,0,5,-8,7,2,0,1,4
AGP1-GFP MLPCN,103,93,105,105,96,94,101,98
GRK2 inh,0,0,0,0,1,0,0,4
MEX-5 binding,-1.1,0.3,-0.5,-0.7,0.1,-0.1,-0.4,3.4
BCLXL inh,8,-2,-5,6,-3,0,6,-2
MCL1-BIM inh,12,-2,-14,-2,-25,5,12,-4
CIT2 TOR yeast,96,88,105,110,96,105,101,97
VLA-4 inh,6,18,-22,-1,6,-6,0,-2
CR mimetic SO,99,106,95,88,91,112,104,102

9) COC(=O)C1(Cc2ccc(O)cc2)OC(=O)C(O)=C1c1ccc(O)cc1 (stereo not given)
10) Cc1ccc(NC(=O)Cc2noc3ccccc23)c(C)c1
11) N#C/C(=C\c1ccncc1)c1nc2ccccc2c(=O)[nH]1
12) O=C(C/C=N\OCc1c(Cl)cccc1Cl)Oc1ccc(Cl)cc1Cl
13) Cc1ccc(N(C(=O)CCCC(=O)Nc2ccccn2)C(C(=O)NC2CCCC2)c2ccc(O)cc2)cc1C (stereo not given)
14) O=C(N/N=C/c1ccc(OCC(=O)N2CCCC2)cc1)C(=O)NC1CC1
15) COc1ccc(-c2cc(=O)oc3c(C)c(OCC(=O)NCCCn4ccnc4)ccc23)cc1
16) O=C(CCc1ccccc1)NNC(=O)c1ccccc1Br

assay / entry,9,10,11,12,13,14,15,16
GLD-1 TGE inh,9,0,-12,3,5,6,6,-2
AGP1-GFP MLPCN,106,93,.,92,110,96,102,103
GRK2 inh,8,1,4,2,1,0,0,2
MEX-5 binding,-11,0.1,-5.3,1.9,2.6,-1.2,2.2,1.1
BCLXL inh,13,2,7,4,-1,2,1,1
MCL1-BIM inh,29,7,6,3,-6,2,0,6
CIT2 TOR yeast,103,86,88,102,102,99,96,110
VLA-4 inh,-10,16,-13,6,2,11,-12,7
CR mimetic SO,128,103,87,109,98,82,87,112

Four neighbouring compounds from above, quoted:
13) Cc1ccc(N(C(=O)CCCC(=O)Nc2ccccn2)C(C(=O)NC2CCCC2)c2ccc(O)cc2)cc1C (stereo not given)
14) O=C(N/N=C/c1ccc(OCC(=O)N2CCCC2)cc1)C(=O)NC1CC1
15) COc1ccc(-c2cc(=O)oc3c(C)c(OCC(=O)NCCCn4ccnc4)ccc23)cc1
16) O=C(CCc1ccccc1)NNC(=O)c1ccccc1Br

assay / entry,13,14,15,16
GLD-1 TGE inh,5,6,6,-2
AGP1-GFP MLPCN,110,96,102,103
GRK2 inh,1,0,0,2
MEX-5 binding,2.6,-1.2,2.2,1.1
BCLXL inh,-1,2,1,1
MCL1-BIM inh,-6,2,0,6
CIT2 TOR yeast,102,99,96,110
VLA-4 inh,2,11,-12,7
CR mimetic SO,98,82,87,112

(listing goes on)
17) O=C1CC(c2ccco2)Cc2nc(Nc3ccc(F)cc3)ncc21 (stereo not given)
18) COc1ccc(OC)c(N(CC(=O)N2CCN(c3cc(Cl)ccc3C)CC2)S(C)(=O)=O)c1
19) CC(/C=N/n1c(-c2ccccn2)n[nH]c1=S)=C\c1ccccc1
20) O=c1cc(NCc2ccc3c(c2)OCO3)[nH]c(=O)n1-c1ccc(Cl)cc1
21) CC(C)CN(C(=O)CCCOc1ccc(Cl)cc1Cl)c1c(N)n(Cc2ccccc2)c(=O)[nH]c1=O
22) CC(C)(C)c1ccc(C(=O)NCCC(=O)N2CCCC2)cc1
23) Cc1cccc(OCC(O)CN2CC3(C)CC2CC(C)(C)C3)c1 (stereo not given)
24) COc1cc2cc(CN(C(=O)NC3CCCCC3)C3CCCC3)c(=O)[nH]c2cc1OC
25) C=C(C)Cn1c(N2CCCC2)nc2c1c(=O)n(C)c(=O)n2C
26) COc1ccc(/C(C)=N\NC(=O)CSc2nnc(C)s2)cc1
27) O=C(NCC1CCCO1)C(c1ccc(F)cc1)N(CCCN1CCOCC1)C(=O)c1ccc(-c2ccccc2)[nH]1 (stereo not given)

assay / entry,17,18,19,20,21,22,23,24,25,26,27
GLD-1 TGE inh,-7,-1,3,-1,-5,-3,4,4,2,12,4
AGP1-GFP MLPCN,100,101,103,112,95,114,106,84,103,102,102
GRK2 inh,0,2,.,0,0,0,5,2,1,2,2
MEX-5 binding,3.0,-0.4,0.2,.,3.3,-0.9,-1.9,0.5,0.7,2.7,-1.5
BCLXL inh,4,4,-21,2,-11,0,7,5,-1,7,4
MCL1-BIM inh,5,4,-17,4,-24,4,14,1,5,11,3
CIT2 TOR yeast,113,95,96,114,101,105,111,112,105,106,98
VLA-4 inh,-5,9,-1,-7,0,-1,4,7,-2,11,14
CR mimetic SO,82,97,96,87,104,91,98,92,103,105,101

Complete entries, looked up by structure:
CC(C)CN(C(=O)CCCOc1ccc(Cl)cc1Cl)c1c(N)n(Cc2ccccc2)c(=O)[nH]c1=O reads GLD-1 TGE inh: -5; AGP1-GFP MLPCN: 95; GRK2 inh: 0; MEX-5 binding: 3.3; BCLXL inh: -11; MCL1-BIM inh: -24; CIT2 TOR yeast: 101; VLA-4 inh: 0; CR mimetic SO: 104
O=c1cc(NCc2ccc3c(c2)OCO3)[nH]c(=O)n1-c1ccc(Cl)cc1 reads GLD-1 TGE inh: -1; AGP1-GFP MLPCN: 112; GRK2 inh: 0; MEX-5 binding: .; BCLXL inh: 2; MCL1-BIM inh: 4; CIT2 TOR yeast: 114; VLA-4 inh: -7; CR mimetic SO: 87
